PHOSPHO1 inh: PubChem AID 1565; Phosphoethanolamine/phosphocholine phosphatase (Homo sapiens), Q8TCT1; recombinant PHOSPHO1, absorbance phosphatase assay; inhibition, % at 13.3 µM; actives 1.1% (n = 290,000); in the data active = inhibition above about 60%
Target sequence (Q8TCT1 whole entry, looked up): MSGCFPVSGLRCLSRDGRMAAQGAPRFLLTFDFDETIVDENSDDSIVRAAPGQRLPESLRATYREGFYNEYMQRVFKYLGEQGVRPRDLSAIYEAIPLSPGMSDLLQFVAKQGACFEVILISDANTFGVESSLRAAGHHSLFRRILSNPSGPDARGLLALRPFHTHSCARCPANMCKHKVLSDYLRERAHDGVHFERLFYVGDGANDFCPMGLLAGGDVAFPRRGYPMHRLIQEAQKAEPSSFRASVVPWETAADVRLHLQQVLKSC
IMP-1 inhibitor: IMP-1 metallo-beta-lactamase inhibitors, primary screen, biochemical, epi-absorbance readout, Pseudomonas aeruginosa enzyme; purified IMP-1, nitrocefin hydrolysis, epi-absorbance fluorescence; inhibition, % at 5.6 µM; actives 0.45% (n = 290,000); AID 1556, 2009;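 active = inhibition above the mean plus 3 SD of all compounds in the same screening run, cut at about 4.5% in these data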;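 also: 0% = IMP-1 with DMSO and 100% = DMSO wells lacking enzyme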
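System: Purified IMP-1 | Read-out basis: Percent enzyme inhibition | Controls: IMP-1 with DMSO as 0%, enzyme-free DMSO as 100% | Replicates: One well per compound | Doses: 5.6 µM nominal single concentration | Detection: Epi-absorbance fluorescence, 480 nm excitation, 530 nm emission | Incubation: 25 °C, 15 min preincubation, 25 min reaction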
OXTR agonist: human OXTR agonists, primary screen, fluorescence, CHO-OTR cells, Fluo-8 calcium. actives 0.32% (n = 320,000). Fluo-8 calcium fluorescence; normalized: DMSO 0%, oxytocin 100%. activation, % at 3 µM;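 active = activation above the mean of all tested compounds plus 3 SD, cutoff set per screening run, cut at about 20% in these data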;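 also: peak over basal fluorescence ratio from a 100 s FLIPR kinetic read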
NS3 helicase inh: inhibitors of HCV NS3 helicase, primary screen, biochemical, Cy5 molecular beacon fluorescence; Hepatitis C virus NS3 helicase; NS3 helicase DNA unwinding; inhibition, % at 10.9 µM; actives 0.56% (n = 290,000);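 active = inhibition above the mean of all tested compounds plus 3 SD, set per campaign, cut at about 35% in these data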;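 also: 0% = DMSO wells and 100% = thioflavine S control wells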
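Test system: hepatitis C virus NS3 helicase domain fragment enzyme. Also added: annealed dual-labelled DNA beacon duplex, ATP-started. Timing: 60 min unwinding reaction at 25 °C after ATP addition. Technique: Cy5 fluorescence. Measure: % inhibition of unwinding.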
V1R ag counter: agonists of human V1a receptor, primary screen, counter-screen for OXTR agonist project, fluorescence, CHO-V1R cells | actives 0.25% (n = 320,000) | Vasopressin V1a receptor (Homo sapiens), P37288 | Fluo-8 calcium fluorescence, agonist mode; 0% DMSO, 100% 3 nM vasopressin | AID 2797, 2010 | activation, % at 3 µM;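 active = activation above the mean activation of all tested compounds plus 3 SD, per screening run, cut at about 20% in these data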;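 also: signal is peak over basal fluorescence ratio across a 100 second FLIPR read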
FID counter: compounds displacing fluorescent DNA intercalator, primary screen, artefact control for HCV NS3 helicase inhibitor project, biochemical, FID fluorescence; DNA fluorescent intercalator displacement; inhibition, % at 7.9 µM; actives 0.17% (n = 290,000); in the data active = inhibition above about 37%;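 also: 0% = vehicle and 100% = reference compound; higher means more ethidium bromide displaced from hairpin DNA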
VIM-2 inhibitor: VIM-2 metallo-beta-lactamase inhibitors, primary screen, biochemical, epi-absorbance readout, Pseudomonas aeruginosa enzyme; AID 1527, 2009; purified VIM-2, nitrocefin hydrolysis, epi-absorbance fluorescence; actives 0.89% (n = 290,000); inhibition, % at 5.6 µM;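 active = inhibition above the mean of all tested compounds plus 3 SD, cutoff set per screening run, cut at about 7.5% in these data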;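 also: red hydrolysis product quenches plate fluorescence so inhibitors raise well fluorescence; 0% = enzyme with DMSO and 100% = DMSO without enzyme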
GPR7 antagonist: GPR7 receptor antagonists, primary screen, cell-based, fluorescence, single concentration. AID 1861, 2009. inhibition, % at 4.4 µM. actives 1.1% (n = 290,000). Neuropeptides B/W receptor type 1 (Homo sapiens), P48145. GPR7-expressing cells, fluorescence antagonist assay; in the data active = inhibition above about 16%, passing the limit was not always enough;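 also: cells stimulated with the agonist NPW; 0% = agonist with vehicle and 100% = vehicle without agonist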
Target sequence (P48145 whole entry, looked up): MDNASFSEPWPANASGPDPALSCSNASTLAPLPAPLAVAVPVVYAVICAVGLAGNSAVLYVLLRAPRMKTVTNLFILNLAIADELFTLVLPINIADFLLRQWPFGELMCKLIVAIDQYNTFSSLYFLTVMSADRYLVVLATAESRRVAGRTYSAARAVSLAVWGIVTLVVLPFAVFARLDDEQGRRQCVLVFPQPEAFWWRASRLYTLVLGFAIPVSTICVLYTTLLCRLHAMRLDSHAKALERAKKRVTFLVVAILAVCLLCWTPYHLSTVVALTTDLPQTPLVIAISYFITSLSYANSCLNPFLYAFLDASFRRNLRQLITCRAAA
GalR3 antag: GalR3 antagonists in HEK293 cells, primary screen, cell-based, fluorescence readout | Galanin receptor type 3 (Homo sapiens), O60755 | HEK293 GalR3-CNG cAMP membrane potential fluorescence; galR3 body fused to GalR1 C-terminus | inhibition, % at 3 µM | actives 0.44% (n = 360,000);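 active = inhibition above the screen-wide average plus 3 SD, cut at about 13% in these data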;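 also: forskolin and galanin both at EC90 stimulate the cells; cAMP rise reported by CNG channel membrane potential dye signal; 0% = forskolin plus galanin with DMSO and 100% = forskolin alone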
Target sequence (O60755 1-299 limits assumed): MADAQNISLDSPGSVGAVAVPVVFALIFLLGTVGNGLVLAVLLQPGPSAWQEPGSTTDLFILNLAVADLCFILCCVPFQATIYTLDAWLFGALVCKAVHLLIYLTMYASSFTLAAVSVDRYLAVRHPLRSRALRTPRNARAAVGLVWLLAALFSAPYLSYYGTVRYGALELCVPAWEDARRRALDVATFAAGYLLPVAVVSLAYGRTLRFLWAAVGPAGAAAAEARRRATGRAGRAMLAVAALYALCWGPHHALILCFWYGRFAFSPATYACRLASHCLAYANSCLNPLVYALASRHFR
Starred values were filed as active, the others as inactive; · = no result given.

SMILES	PHOSPHO1 inh	IMP-1 inhibitor	OXTR agonist	NS3 helicase inh	V1R ag counter	FID counter	VIM-2 inhibitor	GPR7 antagonist	GalR3 antag
CCN(C(=O)CN1CCN(c2cccc(C(F)(F)F)c2)CC1)c1c(N)n(Cc2ccccc2)c(=O)[nH]c1=O	16	-2.9	0.4	-11	-0.3	-12	-3.4	-11	1
CCc1nn(CC(=O)NCCCN(CC)CC)c(=O)c2cc3sc(C)cc3n12	37	-5.2	0.3	2	-1.5	4	3.4	-11	5
COC(=O)CCCNc1ncccc1[N+](=O)[O-]	24	-2.8	0.5	-24	1.2	3	0.0	9	-2
COc1ccccc1Nc1ncnc2ccccc12	23	-1.7	-1.1	6	0.5	-1	-0.9	-3	-5
CCn1c(SCC(=O)Nc2ncc(C(F)(F)F)cc2Cl)nnc1-c1ccccc1	2	-5.4	-2.3	-2	0.3	-23	-5.0	-9	0
O=C(N/N=C/c1cccc(OCC(=O)N2CCCC2)c1)C(=O)Nc1ccccc1F	-2	-2.3	3.7	8	5.7	-22	-2.1	0	3
Cc1ccc2c(c1)c(C)c(C)n2CC(O)CN1CCCCC1C (stereo unspecified)	-4	-2.9	4.9	-4	0.3	11	-2.5	-9	-6
Cc1ccc(C(NC(=O)/C=C\c2ccc3c(c2)OCO3)C(=O)Nc2ccc3c(c2)OCO3)cc1 (stereo unspecified)	7	-3.9	0.2	-4	0.4	-1	-1.4	-6	-10
COc1ccc(NC(=O)Cn2ncc(Cl)c(Cl)c2=O)cc1S(=O)(=O)N1CCOCC1	-32	0.1	-0.3	35	-0.4	-27	-0.8	-6	-2
COc1cccc(CN(CC(=O)NC2CCCC2)C(=O)Cn2nnc(-c3cccs3)n2)c1	-3	-2.9	-1.1	-5	-0.8	-20	-3.5	2	-1
COc1cccc(C(C(=O)NC2CCCC2)N(C(=O)c2ccco2)c2ccc(-n3cnnn3)c(C)c2)c1OC (stereo unspecified)	-12	-1.3	-0.9	0	-0.3	-34	-2.3	-16	-5
Fc1cccc(Cn2cc(C(=S)N3CCOCC3)c3ccccc32)c1	19	-1.2	-1.9	-5	0.3	-16	-1.2	-5	0
Cc1ccccc1NS(=O)(=O)c1ccc(C(=O)OCC(=O)NCC(C)C)cc1	43	-0.3	2.4	-10	3.4	-24	0.6	-9	6
COc1ccc(S(=O)(=O)NCCSCc2ccco2)cc1	-12	0.2	-1.2	3	8.2	-4	-3.6	7	-6
COC(=O)c1cc(OC)c(OC)cc1NC(=O)c1ccc(C)o1	7	-3.0	-1.5	4	-1.4	-26	9.2*	15	·
CCC(=O)N1CCc2cc(S(=O)(=O)NC(C(=O)NC(C)c3ccccc3)C(C)C)ccc21 (stereo unspecified)	31	-5.5	-0.4	8	-0.3	2	-3.0	-14	-1
Cn1ccnc1Sc1nc2c(c(=O)n(C)c(=O)n2C)n1C	8	-2.7	0.7	2	-0.1	-2	-1.2	-4	0
Cc1ccc(-n2nnnc2SCc2nnc(-c3ccccc3Br)o2)cc1	12	-3.1	-1.0	-4	2.2	-23	-1.9	-5	-5
O=C(Cc1csc(-c2ccccc2)n1)NCc1ccc(F)cc1	-7	-4.3	-2.3	5	-1.7	-18	-3.1	-3	-1
Cc1nnc(SCc2ccc(C(=O)O)cc2)s1	-1	-2.0	1.1	-2	0.8	-2	-1.3	-1	-1
O=C(CCN1C(=O)c2ccccc2C1=O)Nc1nc2ccccc2s1	11	-1.0	-0.2	3	0.9	9	-0.1	9	-5
Cc1ccc(/C=N/NC(=O)CNC(=O)COc2ccc(Cl)cc2)o1	-13	-2.1	-0.6	2	0.4	-4	-0.8	-7	-2
Cc1c(Cl)c([N+](=O)[O-])nn1CC(=O)NC1CCCCC1	31	-2.3	-1.3	1	-0.6	3	-1.7	-3	-2
COc1cc(/C=N/c2oc(C)c(C)c2C#N)cc(Br)c1O	·	-4.7	0.9	1	3.4	2	-0.8	-24	-4
O=C(NC1CCCCC1)C(c1ccc(F)cc1)N(C(=O)c1csnn1)C1CC1 (stereo unspecified)	27	-0.7	0.5	7	-0.6	-11	-1.1	-2	-8
CC(=O)Nc1ccc(NC(=O)Nc2cccc(C)c2C)cc1	-23	-1.0	0.6	-12	0.4	-1	-2.0	12	-4
Cc1ccc(C(=O)c2oc3ccc(Cl)cc3c2NC(=O)CN2CCN(C)CC2)cc1	51	-1.3	4.8	-34	6.4	27	2.9	24*	-3
Cc1cc(C)cc(NS(=O)(=O)c2cc3[nH]c(=O)c(=O)[nH]c3cc2C)c1	33	-4.4	-0.4	26	-0.1	-3	-2.6	11	-4
CCCN1C/C(=C/c2ccc3c(c2)OCO3)C(=O)/C(=C/c2ccc3c(c2)OCO3)C1	8	-2.1	-1.1	0	0.8	-16	-1.0	1	-1
CCOC(=O)c1cc(-c2ccccc2)sc1N	-26	-0.9	-1.4	9	-0.6	7	0.6	-4	-3
CC1(C)C2CCC1(CS(=O)(=O)NCCc1c[nH]c3ccccc13)C(=O)C2 (stereo unspecified)	40	-2.4	2.7	-4	-0.5	-27	0.3	-8	-7
NC(=O)CC(NC(=O)Cc1cccc2ccccc12)c1ccc(N2CCCCCCC2)c([N+](=O)[O-])c1 (stereo unspecified)	-2	1.4	-0.1	2	-0.5	-23	0.4	-6	-2
Cc1cccc(Oc2nc(-c3cccc([N+](=O)[O-])c3)nc3ccccc23)c1C	-1	-5.1	1.6	9	1.2	-3	-3.1	-14	-2
COc1cc2nc(CN3CCOCC3)n(CC(=O)N3CCCCCC3)c(=O)c2cc1OC	-5	-4.4	0.8	-4	0.6	-21	-2.8	-13	-4
COc1cc(C(c2sc3nc(C)nn3c2O)N2CC(C)CC(C)C2)cc(OC)c1OC (stereo unspecified)	16	-3.0	-1.0	16	-0.2	-31	-4.1	-10	·
Fc1ccccc1CNCc1ccc2c(c1)OCO2	-12	-0.6	1.2	5	1.0	-4	-1.4	-13	-1
Cc1ccnc(NS(=O)(=O)c2cc(-c3cc(C)no3)ccc2C(C)C)c1	46	0.2	-0.7	20	-0.6	-19	0.2	8	-3
CC1CCC(C(C)C)C(OC(=O)CSc2n[nH]c(=O)[nH]c2=O)C1 (stereo unspecified)	22	-3.1	-0.9	12	-0.3	-25	-3.2	-5	-4
Cc1ccc(O)c(NC(=O)C2CCCN2C(=O)OCc2ccccc2)c1 (stereo unspecified)	20	-2.1	0.9	-2	0.7	-26	-6.2	6	-6
O=C(CSc1nc2ccccc2n1S(=O)(=O)c1ccccc1)N1CCCC1	-16	-2.5	0.9	2	2.5	3	-1.5	-12	0
Cc1onc(-c2ccccc2Cl)c1C(=O)N1CCOC12CCN(c1cccc(F)n1)CC2	51	-1.5	-1.4	-4	-0.3	-17	-2.4	-10	-3
O=C(O)c1ccc(S(=O)(=O)N2CCCCCC2)cc1	11	-4.2	1.5	1	0.8	-3	-5.0	8	-1
Cc1ccnc(NC2(C(F)(F)F)N=C(c3ccccc3)NC2=O)c1 (stereo unspecified)	22	-4.0	1.8	22	1.0	0	-1.3	-11	-8
CCC(C)(C)NC(=O)C(c1ccc(F)cc1)N(CCOC)C(=O)CCC(=O)Nc1nccs1 (stereo unspecified)	24	-1.9	-0.8	-1	-0.5	-37	-1.6	-11	-8
CN(C(=O)c1cccc(Nc2ccc(-c3ccc4c(c3)OCCO4)nn2)c1)C1CCCCC1	-15	-2.9	-1.3	-22	1.6	-29	0.1	-10	-2
CNC(=O)N(O)C1N(/N=C/c2c(F)cccc2Cl)C(=S)SC1(C)C (stereo unspecified)	28	-1.0	0.4	-17	0.9	-6	0.5	-4	-9
CC(=NCC1CCCO1)c1c(O)[nH]c(=O)[nH]c1=O (stereo unspecified)	18	-1.8	-0.2	-2	0.5	2	-2.0	-3	-5
CSc1nc2n(n1)C(c1cccs1)C1=C(CCCC1=O)N2 (stereo unspecified)	41	-3.3	-1.7	5	-0.3	-2	-1.4	-21	-2
CCOC(=O)C1CCCN(C(=O)CSc2ccccc2)C1 (stereo unspecified)	-1	-1.6	-0.2	-3	1.1	-14	1.6	-4	-7
O=C(N/N=C/c1cc2c(cc1Br)OCO2)c1cc2ccccc2o1	22	-5.2	-1.9	2	1.1	-25	-0.7	-16	-10
Cc1oc(=O)c(NC(=O)c2cccc(Cl)c2)cc1C(=O)c1ccccc1	-30	-1.5	-0.4	9	0.1	-4	-7.9	-12	-5
O=C(CSc1ncnc2ccccc12)N1CCCC1	-21	-1.4	0.2	-1	0.6	0	1.0	12	2
O=C(Nc1ccc(F)cc1)C(Sc1nc2ccccc2[nH]1)c1ccccc1 (stereo unspecified)	-16	-4.9	1.2	-4	4.9	-2	-1.8	-18	-6
O=C(NCc1ccco1)C(c1ccncc1)N(C(=O)Cn1nnc2ccccc21)c1ccccc1 (stereo unspecified)	40	-3.5	-0.5	4	0.0	-31	-1.1	-16	-3
CCCCCc1c(C)nc(NCc2ccccc2)[nH]c1=O	18	-2.6	-1.6	0	-1.0	-14	2.5	-6	-5
Cc1ccc(NC(=O)CSc2nnc(-c3cnccn3)n2Cc2ccco2)cc1C	-3	-2.3	-2.1	10	0.4	-16	-2.2	-5	1
Cc1cc(OCC(=O)NC(Cc2ccc(Cl)cc2)C(=O)O)c2c(C)c(C)c(=O)oc2c1 (stereo unspecified)	3	-0.9	0.7	1	1.0	-2	3.9	1	-1
CN(C)C(=O)CCN1CCOCC1	4	-0.8	-0.3	-2	0.3	-4	-0.8	-13	2
COc1ccccc1NC(=O)CSc1ccc2nnc(-c3ccccn3)n2n1	23	·	-0.3	·	-1.0	·	·	·	3

Structural class, the compounds so far containing a COOH group
SMILES	PHOSPHO1 inh	IMP-1 inhibitor	OXTR agonist	NS3 helicase inh	V1R ag counter	FID counter	VIM-2 inhibitor	GPR7 antagonist	GalR3 antag
Cc1nnc(SCc2ccc(C(=O)O)cc2)s1	-1	-2.0	1.1	-2	0.8	-2	-1.3	-1	-1
O=C(O)c1ccc(S(=O)(=O)N2CCCCCC2)cc1	11	-4.2	1.5	1	0.8	-3	-5.0	8	-1
Cc1cc(OCC(=O)NC(Cc2ccc(Cl)cc2)C(=O)O)c2c(C)c(C)c(=O)oc2c1 (stereo unspecified)	3	-0.9	0.7	1	1.0	-2	3.9	1	-1
